mcGAS MS inh: inhibitors of Mus musculus cyclic GMP-AMP synthase, initial high-throughput assay, cell-free, RapidFire MS; Q8C6L5; recombinant mouse cGAS, cGAMP by RapidFire MS; inhibition, % at 12.5 µM; actives 0.18% (n = 130,000);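 active means inhibition of cGAS enzyme activity at or above 60%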;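 further: enzyme stimulated by 45 bp dsDNA with ATP and GTP substrates; cGAMP share of summed cGAMP plus half ATP and half GTP signals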
Target sequence (Q8C6L5 whole entry, looked up): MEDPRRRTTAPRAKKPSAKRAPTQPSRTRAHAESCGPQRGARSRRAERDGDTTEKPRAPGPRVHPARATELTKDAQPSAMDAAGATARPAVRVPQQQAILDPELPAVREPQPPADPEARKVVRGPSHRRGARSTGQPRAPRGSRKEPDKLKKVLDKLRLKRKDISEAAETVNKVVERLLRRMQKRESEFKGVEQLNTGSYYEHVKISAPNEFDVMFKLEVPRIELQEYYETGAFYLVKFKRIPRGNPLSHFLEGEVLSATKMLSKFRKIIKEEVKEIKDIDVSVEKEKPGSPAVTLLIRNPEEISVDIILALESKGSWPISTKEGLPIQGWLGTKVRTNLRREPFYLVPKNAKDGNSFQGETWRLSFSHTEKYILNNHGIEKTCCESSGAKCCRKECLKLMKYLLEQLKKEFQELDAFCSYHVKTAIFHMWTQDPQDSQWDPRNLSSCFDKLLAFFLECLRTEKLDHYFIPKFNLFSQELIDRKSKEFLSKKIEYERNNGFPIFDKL
The depositor's hits bear a star; & = joins results of further samples. This is a subset (hit frequency here may not be typical).

SMILES | mcGAS MS inh
CCCOC1CCCN(C(=O)c2cc(-c3ccc(C)s3)[nH]n2)C1 (stereo unspecified) | -16
OCc1ccccc1-c1nc(NCC2CC2)nc2ccsc12 | 3
O=c1c2cnc3ncnn3c2ccn1CCc1c[nH]c2ccc(Cl)cc12 | -11
Cc1cc(N2CCCN(Cc3cc(-c4ccccc4)no3)CC2)ccn1 | -15
COc1ccc(NC(=O)c2ccc(CN3CCC[C@@H]3C(N)=O)cc2)cn1 | -4
CCC(C)(Cn1c(=O)[nH]c2cc(Cl)ccc2c1=O)N1CCOCC1 (stereo unspecified) | -8&-1
CCN(/C=C(/Br)C(=O)C(F)(F)F)CC | 0
N#Cc1ccc(OCCn2nccc2-c2ccncc2)cc1 | -11
CN(CCCC1CCCO1)Cc1cc2n(n1)CCNC2 (stereo unspecified) | 2
O=C(c1cn(-c2ccccc2C(F)(F)F)nn1)N1CCCN(CC2CCCO2)CC1 (stereo unspecified) | -6
CC(CC(=O)Nc1ccccc1)NC(C)c1cccc(Br)c1 (stereo unspecified) | 2
Cc1ccc(-c2cn[nH]c2C2CCCN(C(=O)CCn3cnnn3)C2)cc1 (stereo unspecified) | -9

Structures listed so far containing bromine (2):
SMILES | mcGAS MS inh
CCN(/C=C(/Br)C(=O)C(F)(F)F)CC | 0
CC(CC(=O)Nc1ccccc1)NC(C)c1cccc(Br)c1 (stereo unspecified) | 2

The list goes on:
SMILES | mcGAS MS inh
Cc1nn(C(=O)CNS(=O)(=O)c2ccccc2)c(C)c1Sc1ccc(Cl)cc1 | -5
COCCC(=O)NCc1cccnc1N1CCCC(O)C1 (stereo unspecified) | -9
COc1cc(-c2nc(C=Nc3ccc(Cl)cc3Cl)c(O)o2)cc(OC)c1OC | -4
O=C(NCCc1ccc2c(c1)OCO2)c1cccc(S(=O)(=O)N2CCOCC2)c1 | -10
CCCN(CCC)C(=O)c1cc2c(=O)n3ccccc3nc2s1 | 4
O=C(NC1CC(=O)N(C2CCCCCC2)C1)c1cnccn1 (stereo unspecified) | -8
C#Cc1cccc(N(CC)Cc2csc(CS(C)(=O)=O)n2)c1 | -3
Clc1ccc(C2=Nc3nc(-c4ccccc4)nn3C(c3ccc4c(c3)OCO4)C2)cc1 (stereo unspecified) | -4
CCOC(=O)c1sc2nc(C)nc(NCC(C)C)c2c1C | -6
CN(CCN1C(=O)NC(C)(C)C1=O)c1ccc(Oc2ccccc2)cc1 | -5
CCC(=O)N1CCC1(C)C(=O)NS(=O)(=O)c1ccc(OC)cc1 (stereo unspecified) | -4
Cc1noc(C)c1C(=O)NCC1CCN(c2ccc(OC(F)(F)F)cc2)C1 (stereo unspecified) | -3
Cc1nnc(CN(C)Cc2cn(-c3ccccc3)nc2-c2ccc3c(c2)OCO3)o1 | 5
C[C@@H]1CN(c2ccnc(C(=O)NCc3cn4ccccc4n3)c2)C[C@H](C)O1 | -7
O=c1c2cc3c(=O)n(-c4ccccn4)ccc3nc2ccn1CC1CCCO1 (stereo unspecified) | -6
CCn1ccnc1CN(C)c1nc2nonc2nc1N1CCCCCC1 | 2
CSc1ccc(CN2CCC2(C)C(=O)NCC2CCCCC2)cc1 (stereo unspecified) | -4
Cc1cc(=O)[nH]c(SCCOCCOc2cccc(C(F)(F)F)c2)n1 | -13
O=C(COc1ccccc1C(F)(F)F)NCc1ccc(OC(F)F)cc1 | 5
CCCSc1nc(-c2ccccc2)cc(-c2ccccc2OC)c1C#N | -9
Cc1cc(NC(=O)CCc2cccc(F)c2)n(C)n1 | -4
Cc1ccc(C)c(-n2cc(CNCCN3CCN(C)CC3)c(-c3ccccc3)n2)c1 | -3
CC(C)c1noc(C2CCCN2C(=O)c2coc3c2C(=O)CCC3)n1 (stereo unspecified) | -13
Clc1ccc(Nc2nc3ccccc3n3cnnc23)cc1Cl | -5
CC(C)(CNCc1ccc(Cl)c2cccnc12)S(C)(=O)=O | -5
COc1cc(NC(=O)c2ccc(C)c(F)c2)c(C(=O)N2C(C)CCCC2C)cc1OC (stereo unspecified) | -6
O=C1NCCN2CCN(Cc3cn[nH]c3C3CCCCC3)CC12 (stereo unspecified) | -9
Cc1occc1-c1nnc(SCC(=O)Nc2cc(C(C)(C)C)no2)n1C | 0
CN(CC(=O)Nc1ccc2c(c1)OCCO2)C1CCCc2ccccc21 (stereo unspecified) | -11
CCCC1=NS(=O)(=O)c2cc(NC(=O)C(C)C)ccc2N1Cc1ccc(F)cc1 | -4
Cc1n[nH]c(C)c1Sc1ccccc1-n1cnnc1 | -6
CCCC1(c2ccccc2)NC(=O)N(CC(=O)N2CCOCC2)C1=O (stereo unspecified) | -3
COc1cccc(C2C(C(=O)c3cccs3)=C(O)C(=O)N2CCCN2CCOCC2)c1OC (stereo unspecified) | 6
CCc1nc(-c2nccn2CCCc2cccnc2)c(C)[nH]1 | -6
CCc1nc(SCC(=O)N2CCC(c3cc(OC)ccc3OC)C2)n[nH]1 (stereo unspecified) | 0
O=C(c1ccc2nsnc2c1)N1CCN(C2=NN=C(c3cccs3)CS2)CC1 | -1

Shown with each value named: entries from further up
CCCC1=NS(=O)(=O)c2cc(NC(=O)C(C)C)ccc2N1Cc1ccc(F)cc1
  mcGAS MS inh = -4
Cc1n[nH]c(C)c1Sc1ccccc1-n1cnnc1
  mcGAS MS inh = -6
CCCC1(c2ccccc2)NC(=O)N(CC(=O)N2CCOCC2)C1=O (stereo unspecified)
  mcGAS MS inh = -3
COc1cccc(C2C(C(=O)c3cccs3)=C(O)C(=O)N2CCCN2CCOCC2)c1OC (stereo unspecified)
  mcGAS MS inh = 6

Carrying on:
SMILES | mcGAS MS inh
Cc1nc(SCC(=O)NC(C)(C)C)c(C#N)c(C)c1C | -7
O=C(Nc1cccc(-c2cccc(Cl)c2)c1)C1CCN(C(=O)c2ccoc2)CC1 | -3
O=C(CSc1nccn1-c1cccc(Cl)c1)NC(=O)NC1CC1 | 2
CCC(NC(=O)CN(C)Cc1ccc2c(c1)OCCO2)c1ccc(Br)cc1 (stereo unspecified) | 3
C=CCn1c(=NC(=O)c2ccc(S(C)(=O)=O)cc2)sc2cccc(F)c21 | -7
COCCN(Cc1cccs1)C(=O)c1ccc(C)cc1OC | -21
CSc1ncc(CN2CCCC(CO)(CCOc3ccccc3)C2)cn1 (stereo unspecified) | -12
CCN(Cc1cccs1)C(=O)NCc1ccc(Cn2cncn2)cc1 | -2
Cc1cccc2c(CC(=O)N3CCCC3CS(N)(=O)=O)c[nH]c12 (stereo unspecified) | 1
CCOc1c(C)cnc2c1c(=O)n(CC(=O)N(C(C)C)C(C)C)c(=O)n2C | 6
C=CCN(Cc1ccccc1C)C(=O)CCNS(C)(=O)=O | -4
COCCN(Cc1ccccn1)C(=O)/C=C/C1CCCCC1 | -11
CC12CCC(CC1=NNS(=O)(=O)c1cc(Br)ccc1Br)C2(C)C (stereo unspecified) | -10
COCCCn1c(O)c(C=Nc2ccc(O)cc2)c(C)c(C#N)c1=O | -7
c1cncc(COC2CCN(Cc3cnc(C4CCCCC4)nc3)CC2)c1 | -26
CNc1cc(-c2ccccc2CO)ncn1 | -3
CN1CCN(C(=O)c2cc(F)ccc2Br)C(c2ccccc2)C1 (stereo unspecified) | 5
Cc1ccccc1CC(=O)OC1(C2CC2)CC1 | -6
Cc1nc(-c2ccc(CNC(=O)C3CC3C)cc2)cs1 (stereo unspecified) | -15
Cc1ccc(NC(=O)CC(=O)N2CCCCC2CCO)c(C)c1 (stereo unspecified) | -23
COc1ccc(NC(=O)c2cn(-c3ncccc3-c3nc(C(C)C)no3)cn2)cc1 | -13
O=S1(=O)CCC(=NNc2cc(C(F)(F)F)ccc2Cl)c2cc(F)ccc21 | -4
CCN(CC)C(=O)c1cc(S(=O)(=O)N(C)OC)ccc1Br | 3
CC1CSc2ccccc2N1CC(=O)N1CCC(C(=O)Nc2ccccc2)CC1 (stereo unspecified) | -34
C1=CC[C@H]2CN(Cc3cc4n(n3)CCNC4)C[C@H]2C1 | -14
CC(C)c1ccc2nc(-c3ccnc(S(C)(=O)=O)c3)[nH]c(=O)c2c1 | -11
CCOC(=O)CNc1c(-c2ccc(O)c(OC)c2)nc2ccc(Br)cn12 | -6
CSc1cc2c(cc1NCC(=O)NC(C)c1ccco1)OCCO2 (stereo unspecified) | 0
O=C(NS(=O)(=O)Cc1ccccc1Cl)c1ccncc1 | -1
CCCCn1c(N)c(N(CC)C(=O)c2sc(C)nc2C)c(=O)[nH]c1=O | -3
CC(C)c1nc(C(C)Nc2ncc(S(N)(=O)=O)s2)cs1 (stereo unspecified) | -5
CC(NC(=O)c1ccccc1OCc1ccc(Cl)cc1)C1CC2CCC1C2 (stereo unspecified) | -6
CC1Cc2ccccc2N1CC(=O)NC(=O)NC1CC1 (stereo unspecified) | -13
COC(=O)c1ccc(OCC(O)Cn2c[n+](C)c3cc(C)c(C)cc32)cc1 (stereo unspecified) | -16
Cc1cc2c(cnc3ncnn32)c(=O)n1-c1cc(Cl)cc(Cl)c1 | -7
COc1ccc(C(=O)N2CCSCC2)cc1OC1CCN(C(C)=O)CC1 | -2

3 compounds from above, ordered by molar mass, ascending:
SMILES | mcGAS MS inh
CC(C)c1ccc2nc(-c3ccnc(S(C)(=O)=O)c3)[nH]c(=O)c2c1 | -11
CCCCn1c(N)c(N(CC)C(=O)c2sc(C)nc2C)c(=O)[nH]c1=O | -3
COC(=O)c1ccc(OCC(O)Cn2c[n+](C)c3cc(C)c(C)cc32)cc1 (stereo unspecified) | -16

(further entries)
SMILES | mcGAS MS inh
CCCCc1nc(C)c(C(=O)NCC2CCN(CCC)CC2)s1 | -4
O=C(O)CCc1ccccc1OS(=O)(=O)c1ccc(C(F)(F)F)cc1 | 5
O=C(NCCN1CCCC(O)C1)c1cc(COc2cccc(C(F)(F)F)c2)on1 (stereo unspecified) | -5
NC(=O)CC(NC(=O)CC1CCCO1)C1CCCCC1 (stereo unspecified) | -3
Cc1ccccc1Cn1cc(C(=O)N2CCCN(C3CCCCC3)CC2)nn1 | -4
O=C1CCC(NS(=O)(=O)c2csc3ccc(Cl)cc23)CN1 (stereo unspecified) | -2
O=C1c2ccccc2-c2nc3ccccc3nc21 | -5
C=CCOc1cccc(C(=O)N(C)C2CCCN(Cc3ccccc3F)C2)c1 (stereo unspecified) | 1
O=C(c1cnn2ccccc12)N1CCCC(Cn2cc(C3CCCC3)nn2)C1 (stereo unspecified) | -5
Cc1ncsc1CNC(=O)N1CC=C(c2cccs2)CC1 | -2
COc1ccc(OCC(=O)NNC(=O)c2cccc(C)c2)cc1 | -6
CCC(=O)NC1(c2ccc(OCc3ccccc3)cc2)CCOCC1 | -5
Cc1ccccc1OCC(=O)NCC1CCN(Cc2ccncc2)CC1 | -8
CCOC(=O)c1c(C)[nH]c(C(=O)N(C)Cc2cc(C)ccc2OC)c1C | -12
Cc1ccc(-n2ncc3c(=O)n(NC(=O)c4ccc(C(C)(C)C)cc4)cnc32)cc1C | 0
CCn1nc(C(C)C)cc1C(=O)N1CC[C@@H](c2sccc2C)[C@H](O)C1 | -37
CC(C)C1C=CCN1C(=O)C1(Oc2ccc(Cl)cc2)CCNCC1 (stereo unspecified) | -36
Fc1ccc(F)c(-c2csc(Nc3ccc4c(c3)OCCO4)n2)c1 | 2
O=C(Cn1cccn1)NC1CC(=O)N(Cc2ccc(F)cc2)C1 (stereo unspecified) | -6
CCn1nnnc1SCC(=O)N(C)Cc1ccc2c(c1)OCCO2 | 1
Cc1ccc2cccc(Oc3nc(C)nc4sc5c(c34)CCC5)c2n1 | 1
Cc1cc(C)c(C#N)c(SCC(=O)N(C)CCC#N)n1 | -5
CCOc1ccc(C(=O)N2CCN(c3ccccc3)CC2)cc1OCC | -5
Cc1nc2cc(-c3ccc(I)cc3)nn2c(C)c1Cl | -7
O=S1(=O)CCN2C(c3cc4ccccc4o3)=CSC2=N1 | -2
Cc1ccccc1CCCNC(C)(C)C(=O)N(C)C | -4
CS(=O)(=O)c1ccccc1F | -1
Cc1ccc(C=CC(=O)OC(C)C(=O)C23CC4CC(CC(C4)C2)C3)o1 (stereo unspecified) | -9
COc1cccc(CN2CCCC(NC(=O)c3ccc4[nH]ccc4c3)C2)c1 (stereo unspecified) | -7
CC(C)CC1(C(=O)Nc2ccc(S(C)(=O)=O)cc2)CCC1 | -10
COc1ccccc1CNC(=O)C1(C)CCN1Cc1ccc(SC)cc1 (stereo unspecified) | -7
N#Cc1c(N)sc2c1CCCC2 | -5
CCCC(O)CN1CCN(Cc2nc(C(=O)N3CCN(C4CCCC4)CC3)co2)CC1 (stereo unspecified) | -13
CN(C)c1nc(-c2ccc(OC(F)F)cc2OC(F)F)cs1 | -9
Cc1ccc(NC(=O)c2sc(=O)n(Cc3ccccc3)c2C)cc1 | -2
CCOc1ccccc1-c1cnc(NC(C)=O)cn1 | -13
CC(CCn1cccn1)NC(=O)C(C)(C)c1ccccc1 (stereo unspecified) | -4
CN1C(=O)COc2cc(NS(=O)(=O)NCc3ccccc3)ccc21 | -10
O=C1CSC(c2cccc(F)c2)N1C1CCCCC1 (stereo unspecified) | -4
O=C(C(NCc1ccc2c(c1)OCO2)c1ccccc1)N1CCCC1 (stereo unspecified) | -13
O=C(O)CCCSc1ncnc2sc3c(c12)CCCC3 | -11
COc1ccc(CC(=O)Nc2c(C)cc(C)cc2C)cc1 | -6
O=C1CCCc2occ(C(=O)N3CCNC(=O)C3c3cccc(F)c3)c21 (stereo unspecified) | -17
CCn1cnnc1-c1ccccc1NC(=O)CC1C=CCC1 (stereo unspecified) | -4
CN1CCC(Nc2cc(Cl)ccc2OCC(F)(F)F)C1=O (stereo unspecified) | -4&1
Cc1ccc(N=Nc2c(O)[nH]c3ccc([N+](=O)[O-])cc23)cc1C | 2
COc1cc(-c2ccc(C)s2)cc2c1OCCN(CCc1cn[nH]c1)C2 | -6

Source: PubChem BioAssay (Fisher Drug Discovery Resource Center)
